Screening results (PubChem)
phage Ecoli inh = growth loss of phage-infected E. coli, primary screen, RecBCD inhibitor project, absorbance, with phage, HTS; inhibition, % at 11.9 µM; 360,000 compounds, 0.26% hits; AID 651602, 2012; in the data active means inhibition above about 11%
Wnt bcat act = Wnt/beta-catenin pathway activators, primary screen, cell-based, plate reader, single point; 300,000 compounds, 1.2% hits; Wnt/beta-catenin reporter cell assay, activator; activation, % at 9.35 µM; in the data active means activation above about 30%, passing the limit was not always enough;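 further: 0% = neutral control wells and 100% = positive control wells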
DAGLB inhibitor = DAGLB lipase inhibitors, primary screen, biochemical, fluorescence, HTS. Diacylglycerol lipase-beta (Homo sapiens), Q8NCG7. HEK293T DAGLB membrane lysate, EnzChek fluorogenic substrate. inhibition, % at 5.17 µM. 340,000 compounds, 0.059% hits. AID 504411, 2011; in the data active means inhibition above about 34%;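 further: 0% = enzyme with vehicle and 100% = wells lacking enzyme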
Target sequence (Q8NCG7 whole entry, looked up): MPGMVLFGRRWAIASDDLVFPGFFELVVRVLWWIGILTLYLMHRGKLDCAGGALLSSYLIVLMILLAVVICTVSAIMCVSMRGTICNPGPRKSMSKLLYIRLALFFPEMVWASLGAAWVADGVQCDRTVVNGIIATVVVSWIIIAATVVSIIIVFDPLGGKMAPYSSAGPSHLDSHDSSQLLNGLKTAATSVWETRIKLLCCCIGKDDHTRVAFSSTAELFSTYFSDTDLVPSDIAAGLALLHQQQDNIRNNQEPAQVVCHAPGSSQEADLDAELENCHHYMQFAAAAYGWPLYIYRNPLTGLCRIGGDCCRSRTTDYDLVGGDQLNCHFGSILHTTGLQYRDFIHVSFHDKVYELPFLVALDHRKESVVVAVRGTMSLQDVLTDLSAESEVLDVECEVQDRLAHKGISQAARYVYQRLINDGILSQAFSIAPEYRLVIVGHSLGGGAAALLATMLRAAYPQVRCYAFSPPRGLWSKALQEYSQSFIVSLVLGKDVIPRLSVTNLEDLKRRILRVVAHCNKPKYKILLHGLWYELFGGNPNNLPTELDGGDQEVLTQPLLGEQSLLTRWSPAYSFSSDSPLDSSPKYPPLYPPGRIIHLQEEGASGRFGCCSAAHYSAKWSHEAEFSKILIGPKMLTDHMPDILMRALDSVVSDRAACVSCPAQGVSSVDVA
Tat transport = E. coli Tat export inhibitors, primary screen, MC4100, TorA-mCherry reporter, fluorescence, single point; inhibition, % at 10 µM; 340,000 compounds, 0.036% hits; AID 488895, 2010;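 active means mean replicate inhibition at least 50% and at least half of replicates individually reaching 50%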;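 further: exported cargo escapes ClpAP degradation while cytoplasmic cargo is degraded and loses fluorescence; 0% = median of neutral control wells and 100% = median of NaSCN control wells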
AddAB inh = growth inhibition of E. coli expressing H. pylori AddAB, primary screen, AddAB inhibitor project, absorbance. 330,000 compounds, 0.29% hits. inhibition, % at 11.9 µM; in the data active means inhibition above about 12%;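 further: 0% = vehicle wells of infected cells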
Rtt109 Vps75 = inhibitors of C. albicans Rtt109/Vps75 HAT, primary screen, biochemical, ThioGlo CoA-SH fluorescence, plate reader | inhibition, % at 34.9 µM | AID 540336, 2011 | 330,000 compounds, 0.16% hits | Histone acetyltransferase RTT109 (Candida albicans (strain SC5314 / ATCC MYA-2876)), … | purified Rtt109/Vps75, 4 h;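 active means inhibition of at least 50% in every replicate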
Target sequence (Q5AAJ8 whole entry, looked up): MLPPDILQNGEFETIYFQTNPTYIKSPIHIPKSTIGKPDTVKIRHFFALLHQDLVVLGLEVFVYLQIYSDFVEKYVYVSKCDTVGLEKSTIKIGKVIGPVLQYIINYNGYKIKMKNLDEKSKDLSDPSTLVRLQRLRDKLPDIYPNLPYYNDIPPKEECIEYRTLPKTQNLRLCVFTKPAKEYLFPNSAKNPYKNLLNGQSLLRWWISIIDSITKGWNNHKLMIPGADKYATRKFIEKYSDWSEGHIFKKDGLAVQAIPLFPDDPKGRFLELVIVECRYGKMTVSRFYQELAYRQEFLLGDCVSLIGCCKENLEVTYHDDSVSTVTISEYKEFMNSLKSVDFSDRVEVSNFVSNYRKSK
Ecoli viability = E. coli V3065 growth inhibition, primary screen, counter-screen for AddAB inhibitor project, absorbance, OD600; 330,000 compounds, 0.27% hits; AID 449728, 2010; inhibition, % at 11.9 µM; 18 h;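 active means inhibition above the campaign's mean inhibition across all tested compounds plus 3 SD, cut at about 9.9% in these data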;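 further: uninfected addAB+ strain grown without phage in ampicillin broth; 0% = DMSO wells and 100% = ciprofloxacin 0.95 µg/ml wells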
PfHsp90 set2 = growth inhibition of PfHsp90-expressing yeast, primary screen, antimalarial PfHsp90 inhibitor project, S. cerevisiae, BacTiter-Glo luminescence, single point, set 2 | BacTiter-Glo ATP, 48 h; yeast lacking PDR1 and PDR3 efflux regulators | inhibition, % at 9.4 µM | 310,000 compounds, 0.32% hits;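 active means every replicate shows inhibition above about 80%, whatever the replicate mean, limit read from the data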;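 further: 0% = DMSO neutral controls and 100% = 20 µM radicicol positive controls; yeast relying on Plasmodium falciparum Hsp90 in place of its own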
CAL PDZ inh = CAL PDZ peptide-binding inhibitors, primary screen, biochemical, fluorescence polarization, Cer-tagged CAL PDZ, HTS. AID 504414, 2011. inhibition, % at 20 µM. purified CAL PDZ, TMR-peptide fluorescence polarization, 1 h. Golgi-associated PDZ and coiled-coil motif-containing protein (Homo sapiens), Q9HD26. 330,000 compounds, 0.02% hits;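 active means highest replicate inhibition of at least 40%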;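 further: plate controls were DMSO neutral control wells for no effect and unlabeled competitor peptide control wells for full effect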
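Material: tagged CAL PDZ protein CerCALP, purified; buffer or medium: sodium phosphate/NaCl buffer pH 7.4 with TCEP, IgG, Thesit; also added: fluorescent TMR peptide probe; schedule: 1 h incubation at room temperature before polarization reading; technique: fluorescence polarization from S- and P-plane intensities, G-factor corrected; control set: unlabelled peptide and DMSO controls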
PvdQ inh = P. aeruginosa PvdQ acylase inhibitors, primary screen, biochemical, fluorescence, plate reader and imaging, single point. purified PvdQ acylase. 340,000 compounds, 0.063% hits. PvdQ acylase [Pseudomonas aeruginosa LESB58]. inhibition, % at 10 µM; in the data active means inhibition above about 30%, passing the limit was not always enough;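 further: 0% = vehicle neutral wells and 100% = reference inhibitor wells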
An asterisk follows results filed as active; · = not tested or not shown.

SMILES	phage Ecoli inh	Wnt bcat act	DAGLB inhibitor	Tat transport	AddAB inh	Rtt109 Vps75	Ecoli viability	PfHsp90 set2	CAL PDZ inh	PvdQ inh
O=C(COc1ccccc1)N1CCN=C1SCc1ccccc1	2.9	-1.8	-3.8	-1.8	1.0	2.9	-0.2	·	-3.3	-16.6
Cc1cc(=O)c(C(=O)O)nn1-c1ccccc1F	1.8	0.9	0.6	14.6	2.9	3.9	2.7	6.8	-2.8	-13.3
CCOc1cc(/C=C2\C(=N)N3N=C(N4CCCCC4)SC3=NC2=O)ccc1OC(=O)c1ccco1	0.3	0.1	5.3	-0.8	0.0	-4.6	-2.0	6.4	-2.7	-10.8
Cc1ccc(NC(=O)/C(=C\C=C\c2ccccc2)NC(=O)c2ccccc2)cc1	0.9	·	2.5	2.2	2.3	-3.4	-0.9	-21.7	-2.1	4.7
O=C(NC1CCCC1)C(c1ccncc1)N(CCCN1CCOCC1)C(=O)c1ccc(-c2ccccc2)[nH]1 (stereo not drawn)	0.8	-1.2	0.4	-7.2	-1.6	0.8	-0.3	21.8	0.0	-3.3
CC1(C)C2CCC1(CS(=O)(=O)Nc1cccc(S(N)(=O)=O)c1)C(=O)C2 (stereo not drawn)	1.8	1.4	·	·	1.6	·	-0.8	·	·	·
Cc1ccc(C)c(-c2cc(C(=O)Nc3cccc(C(=O)O)c3)c3ccccc3n2)c1	1.6	0.8	2.3	-3.9	2.5	2.2	1.0	23.8	·	-7.1
CN(C(=O)COC(=O)c1nc(Cl)ccc1Cl)c1ccccc1	2.0	2.4	1.2	-4.6	1.2	-2.3	-0.4	-12.4	-2.1	-13.8
O=C(CNC(=S)N(Cc1ccccc1F)C1CCCCC1)NCCN1CCOCC1	-2.0	-0.7	1.1	-4.0	0.2	-0.8	0.5	-10.5	-0.9	-13.4
CC(C)C[C@@H](CN1CCCC1CN1C(=S)NC[C@@H]1Cc1ccc(O)cc1)N1C[C@H](Cc2ccc(O)cc2)N(CC2CCCCC2)C1=S (stereo partly drawn)	4.5	-4.7	1.7	11.1	·	4.4	·	13.9	0.5	-2.3
CCOC(=O)c1c(S(=O)(=O)Nc2cccc(Cl)c2)c(C)n(C)c1C	2.0	0.2	-3.7	-8.5	1.3	18.7	-2.5	5.0	-0.1	4.2
CCOC(=O)c1cnc2c(cnn2C)c1NCCC#N	-0.2	·	4.2	-11.0	2.1	-6.4	0.0	-4.8	-2.4	-11.0
CCOc1ccc(NC(=O)Nc2ccc(N(C)C(C)=O)cc2)cc1	1.2	-2.0	2.0	2.4	1.3	-0.7	0.4	6.5	1.0	-5.9
N#CCC(=O)Nc1ccc(C(=O)NCc2ccccn2)cc1	-1.3	-1.5	2.4	3.5	-1.2	·	1.4	10.6	-0.4	5.2
COc1cccc(Nc2nc(-c3ccc(O)cc3)cs2)c1	3.7	·	3.6	7.2	1.1	4.5	-1.2	·	·	-12.4
COc1ccc(N2C(=O)/C(=C/c3ccc([N+](=O)[O-])cc3)N=C2C)c(OC)c1	2.9	-0.1	-0.4	3.1	0.9	-5.7	-2.4	-6.4	-0.9	-7.9
O=S(=O)(NC1CCCC1)c1ccc(Br)s1	-0.2	0.1	-4.2	3.7	0.3	-4.3	-3.0	4.6	-3.2	0.5
Cc1ccc(NC(=O)COc2ccc(/C=C3/SC(=Nc4ccccc4)N(Cc4cccnc4)C3=O)cc2)cc1	2.0	·	2.2	0.6	2.2	8.1	-1.0	-2.1	0.0	-0.8
O=C(NCc1ccc2c(c1)OCO2)C1CCCCC1	1.9	2.5	3.1	5.2	1.0	2.4	0.5	3.3	-2.2	-15.4
Cc1cccc(CNC(=O)C(C)n2nc(C)c3c(C)n(-c4ccccc4)nc3c2=O)c1 (stereo not drawn)	2.6	-1.5	-0.5	0.3	1.7	17.8	-1.4	-2.5	-0.9	-0.8
O=C(CCc1ccccc1)Nc1cc(C(F)(F)F)ccc1Cl	4.0	·	-7.9	2.3	-0.8	-4.3	0.0	-43.2	-0.9	-1.2
COC(=O)c1c(N)sc2c1CCN(c1ncc(C(F)(F)F)cc1Cl)C2	0.9	·	0.2	-7.4	-1.4	-20.4	-1.9	-7.8	-1.1	-2.2
COc1cc(C2N(c3ccccc3)CCN2c2ccccc2)ccc1OC(C)=O	0.8	·	-0.1	2.5	5.5	9.2	2.0	1.7	-0.3	-0.4
CC(=O)c1sc(NC(=O)CCNC(=O)c2ccco2)nc1-c1ccccc1	1.5	0.3	0.6	-4.4	-0.1	8.1	0.9	5.8	-2.1	3.1
COc1ccc(NC(=O)c2ccco2)cn1	0.6	1.0	-1.7	-3.2	2.8	7.7	-0.3	-5.1	-2.2	-10.7
(list continues)
SMILES	phage Ecoli inh	Wnt bcat act	DAGLB inhibitor	Tat transport	AddAB inh	Rtt109 Vps75	Ecoli viability	PfHsp90 set2	CAL PDZ inh	PvdQ inh
Cc1oc(-c2ccccc2)cc1C(=O)Nc1ccc2ccccc2c1	-0.9	·	-0.3	-1.9	2.0	2.1	-0.4	-17.5	-1.6	-6.2
CC1Cc2cc(/C(O)=C3/C(=O)C(=O)N(CCCn4ccnc4)C3c3ccco3)ccc2O1 (stereo not drawn)	0.9	·	-1.0	5.0	0.5	14.6	-5.2	6.1	-0.2	3.7
O=S(=O)(c1ccc2nc(N3CCN(c4ccccc4F)CC3)ccc2c1)N1CCCCC1	2.6	0.9	2.5	-5.7	3.2	-12.5	1.9	-4.4	-2.8	-15.2
COCCN(CC(=O)Nc1cccc(S(=O)(=O)N2CCCC2)c1)Cc1nc2ccccc2c(=O)[nH]1	2.7	-3.7	2.8	-2.9	·	3.7	·	-18.0	-1.0	-8.6
O=C(COC(=O)CNC(=O)c1cccc([N+](=O)[O-])c1)Nc1ccccc1OC(F)F	3.6	0.6	0.2	-11.1	1.8	-8.3	1.6	-8.6	-1.6	-15.5
C=CCn1c(SCC(=O)Nc2ccccc2C)nc2sc(C)c(C)c2c1=O	1.9	·	-2.0	-2.9	4.3	-2.9	1.9	-6.6	-0.2	2.4
O=C1[C@H]2[C@@H](c3ccc(F)cc3)N3C(=O)N(c4ccc(Br)cc4)C(=O)[C@@]3(Cc3ccccc3)[C@H]2C(=O)N1C1CCCCC1	2.8	-7.2	-9.1	1.1	2.7	6.6	3.8	-0.1	1.0	-13.7
CN(CCc1ccccn1)Cc1ccc(Cl)cc1	3.1	1.1	-4.8	-8.4	-0.6	4.1	1.2	1.7	0.7	-8.3
NS(=O)(=O)c1cccc(NC(=O)COC(=O)CCSc2ccccc2)c1	4.0	-5.9	-0.8	-11.6	0.8	-3.3	1.6	-27.3	-1.4	21.3
CC(C)OC(=O)c1cccc(C(=O)Nc2cccc(NC(=O)c3cccc(C(=O)OC(C)C)n3)n2)n1	4.5	-10.0	-4.0	15.7	2.5	·	-2.2	-28.9	-3.7	6.6
CC(C)Cn1c(N)c(C(=O)COC(=O)Cc2cccs2)c(=O)n(C)c1=O	1.4	-1.4	-1.0	7.4	-2.0	-2.9	-1.7	10.0	-2.9	-3.4
CC1CCc2c(sc(NC(=S)NC(=O)c3ccccc3)c2C#N)C1 (stereo not drawn)	0.5	-1.2	-1.1	0.2	-2.0	-3.2	1.1	10.2	-2.0	-7.5
N#C/C(=C(/O)COc1ccc(Cl)cc1)c1nc2ccccc2s1	4.1	-0.1	4.2	-7.9	3.6	-23.2	1.3	18.3	-0.2	14.1
S=C(Nc1ccccc1)Nc1nc2ccccc2n1CCOc1ccc(Cl)cc1	1.9	-10.1	-4.5	-8.3	5.5	4.1	2.5	-68.3	-0.2	-10.5
CCCCC(=O)Nc1nc(C)c(-c2csc(Nc3cc(Cl)ccc3OC)n2)s1	1.3	-5.2	3.9	0.2	1.3	-3.6	-1.2	-23.7	-3.0	-11.7
CC(C)Oc1ccc(C(=O)NC2CCN(Cc3ccccc3)CC2)cc1	1.5	0.6	-3.1	-5.9	1.1	1.3	1.7	2.5	-0.4	-3.2
O=C(NCCCCCCNC(=O)c1ccncc1)c1ccncc1	1.1	0.4	0.1	-2.8	2.9	-0.6	0.6	16.6	0.3	-24.3
Cc1cccc(CN2CCN(CC(C)C)C(CCO)C2)n1 (stereo not drawn)	0.8	4.2	-2.0	18.7	2.7	11.5	1.6	-4.7	0.1	3.2
COc1ccc(/C(O)=C2\C(=O)C(=O)N(CCN(C)C)C2c2cccc(OC)c2OC)cc1Cl (stereo not drawn)	2.4	·	-3.4	-2.2	0.7	1.0	0.5	-17.4	-1.8	-13.0
O=C1C2CCCN2C(c2cccs2)N1c1ccc(F)cc1 (stereo not drawn)	1.4	-0.5	0.2	-7.5	-3.8	-3.8	-3.0	-6.2	-2.4	-5.7
Cc1cc(C(=O)NC2CCCCC2)on1	4.3	4.7	1.1	-4.4	1.8	3.9	-0.9	22.5	-2.4	-4.3
Cc1ccc(NC(=O)C2CCCN(S(=O)(=O)c3c(C)noc3C)C2)c(Br)c1 (stereo not drawn)	1.1	-2.6	-4.9	-0.6	3.9	13.6	-0.7	-7.3	-3.1	7.3
Cn1c2ccc(F)cc2c2ncn(Cc3ccco3)c(=O)c21	1.2	·	-1.6	-4.9	-2.1	7.8	-1.7	2.7	-2.3	-14.5
Cc1cccc(Nc2nnc(SC(C)C(=O)NC3CC3)s2)c1 (stereo not drawn)	3.9	0.2	-0.9	-1.2	-0.1	1.6	0.7	·	-0.7	6.5

Whole records as entered above.
Cc1oc(-c2ccccc2)cc1C(=O)Nc1ccc2ccccc2c1 is listed as phage Ecoli inh = -0.9; Wnt bcat act = ·; DAGLB inhibitor = -0.3; Tat transport = -1.9; AddAB inh = 2.0; Rtt109 Vps75 = 2.1; Ecoli viability = -0.4; PfHsp90 set2 = -17.5; CAL PDZ inh = -1.6; PvdQ inh = -6.2
S=C(Nc1ccccc1)Nc1nc2ccccc2n1CCOc1ccc(Cl)cc1 is listed as phage Ecoli inh = 1.9; Wnt bcat act = -10.1; DAGLB inhibitor = -4.5; Tat transport = -8.3; AddAB inh = 5.5; Rtt109 Vps75 = 4.1; Ecoli viability = 2.5; PfHsp90 set2 = -68.3; CAL PDZ inh = -0.2; PvdQ inh = -10.5
